Bioassay records deposited in PubChem BioAssay by National Center for Advancing Translational Sciences (NCATS).
GAA spleen mod: qHTS Assay for Inhibitors and Activators of Human alpha-Glucosidase From Spleen Homogenate | human spleen homogenate, 4-MU-alpha-glucoside fluorescence | hit rate 0.006% among 240,000 | AID 2112, 2009 | Lysosomal alpha-glucosidase (Homo sapiens), P10253 | Potency, µM (highest dose often 79.9 µM), inactives show at the highest dose activity change, negative = inhibition, most hits filed as inhibitors;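 further: 0% = enzyme with vehicle and -100% = no enzyme basal signal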
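Compounds were titrated against alpha-glucosidase in spleen homogenate at pH 5.0, with 1 mM 4-methylumbelliferyl substrate for 40 min at 37 C. Reactions were quenched with pH 10 NaOH/glycine and fluorescence measured.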
GAA inhib: qHTS Assay for Inhibitors of Human alpha-Glucosidase as a Potential Chaperone Treatment of Pompe Disease; AID 1466, 2008; purified human GAA, 4-MU-alpha-glucoside fluorescence; hit rate 0.005% among 200,000; Potency, µM (titrated, usually from 76.9 µM), for inactives: at the top dose activity change, negative = inhibition, usual class: inhibitors;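 further: plate controls were uninhibited enzyme wells for no effect and no-enzyme background for full effect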
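Compounds are titrated up to 77 uM against 4 nM human enzyme. Substrate 4-methylumbelliferyl-alpha-D-pyranoside (400 uM) reacts 20 min at room temperature in pH 5.0 buffer; liberated 4-methylumbelliferone is read at 440 nm.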
IMPase Li inh: qHTS Assay for Identifying the Cell-Membrane Permeable IMPase Inhibitors: Potentiation with Lithium; CHO-M1 cells, IP1 TR-FRET (IP-One), carbachol + lithium; Potency, µM (titrated, usually from 59.4 µM), for the others: at the top dose activity, negative = IMPase inhibition, usual class: inhibitors; hit rate 0.35% among 210,000;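 further: IP1 builds up when IMPase is blocked and the TR-FRET signal falls; plate controls were basal vehicle for no effect and high inhibitor control for full effect; nearly all actives have a fitted effect of over 50% in size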
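CHO cells stably expressing M1 receptor (2000/well, cultured 16–30 h) treated 30 min at 37C with compound plus low lithium. Cytosolic IP1 by TR-FRET (665/620 ratio and 620 channel) after 10 min lysis; AC50 by Hill fit.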
GAA glycogen: qHTS Assay for Inhibitors and Activators of Human alpha-Glucosidase Cleavage of Glycogen. AID 2100, 2009. Lysosomal alpha-glucosidase (Homo sapiens), P10253. hit rate 0.38% among 300,000. Potency, µM (highest dose often 76.4 µM), without a hit: at the top dose activity change, negative = inhibition, actives largely listed as inhibitors. recombinant GAA, glycogen substrate, Amplex Red glucose oxidase fluorescence;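 further: 0% = full enzyme reaction and -100% = no-enzyme basal signal; the screen sought inhibitors and activators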
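Recombinant human alpha-glucosidase (4 nM final) hydrolysed bovine liver glycogen (30 ug) for 40 min at 37 C in pH 5.0 citrate/phosphate with 0.01% Tween-20. Released glucose detected by glucose oxidase/Amplex Red, Ex 573/Em 610 nm. Compounds up to 77 uM; AC50 from Hill fits.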
HTT ATP protect: qHTS Multiplex Assay to Identify Dual Action Probes in a Cell Model of Huntington: Cytoprotection (ATP) | Potency, µM (highest dose often 56.4 µM), without a hit: cytoprotection (ATP increase), most hits filed as activators | hit rate 0.14% among 230,000 | PC12 HTT-Q103 induced, cytoprotection, ATP luminescence, 40 h;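 further: % of control where 0% means no effect; nearly all actives have a fitted effect of over 45% in size; toxic huntingtin expression switched on by the ecdysone agonist tebufenozide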
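Compounds added alongside 100 nM tebufenozide, which induces toxic Q103 huntingtin exon 1-GFP in stable PC12 cells; surviving cells quantified by luminescent ATP measurement. Medium: phenol red-free DMEM, 5% equine and 5% calf serum.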
HTT aggregate: qHTS Multiplex Assay to Identify Dual Action Probes in a Cell Model of Huntington: Aggregate Formation (GFP); PC12 HttQ103-GFP aggregates, Acumen cytometry, 40 h; Potency, µM (doses to about 46.1 µM), without a hit: at the top dose activity change, negative = inhibition, usual class: inhibitors; hit rate 1.1% among 220,000; AID 1688, 2009; further: on the % scale 0 is the no-effect control and ±100 the full control effect; nearly all actives have a fitted effect of over 60% in size
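Inducible Q103 Huntingtin exon 1–GFP PC12 line, 1500 cells/well in phenol red free DMEM with 5% equine and 5% calf serum. Tebufenozide 100 nM induced expression; compounds titrated; aggregates quantified by cytometry.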
GoLoco inh red: qHTS Assay for Inhibitors of RGS12 GoLoco Motif Activity (Red Fluorophore) | Guanine nucleotide-binding protein G(i) subunit alpha-1 (Homo sapiens), P63096 | Gai1:RGS12 GoLoco peptide FP, rhodamine, 10 min | Potency, µM (series often up to 61.6 µM), for inactives: top-dose activity, negative = inhibition, most hits filed as inhibitors | hit rate 0.44% among 230,000 | AID 880, 2007; active means well fitted inhibition curve with a large enough effect, not every such curve was filed as active; inactive means no such curve, though single readings can be large or run the other way; further: on the % scale 0 is the no-effect control and ±100 the full control effect; nearly all actives have a fitted effect of over 30% in size; many of its hits are not listed in these tables
Target sequence (P63096 whole entry, looked up): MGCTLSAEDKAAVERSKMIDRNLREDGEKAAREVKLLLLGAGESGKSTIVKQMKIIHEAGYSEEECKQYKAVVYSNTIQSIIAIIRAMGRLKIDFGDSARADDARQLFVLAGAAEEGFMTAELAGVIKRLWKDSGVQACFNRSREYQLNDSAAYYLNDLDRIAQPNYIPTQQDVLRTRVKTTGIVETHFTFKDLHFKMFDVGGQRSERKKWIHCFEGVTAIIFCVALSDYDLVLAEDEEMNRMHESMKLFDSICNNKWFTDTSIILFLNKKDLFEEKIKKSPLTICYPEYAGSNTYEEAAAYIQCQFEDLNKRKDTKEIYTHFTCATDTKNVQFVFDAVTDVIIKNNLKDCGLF
Numbers without * were called inactive; ? = inconclusive; . = not tested or not shown; & = joins results of further samples; [ ] = remark or other dose. Unless noted, the call rests on the fitted dose curve; in most records, active means well fitted curve in the direction sought with a large enough effect; inconclusive means small, poorly fitted or top-dose-only effect, or another doubt; inactive means no such curve, though single readings can be large; an effect the other way counts as inactive or inconclusive. Potency means the concentration at half of the fitted maximal effect.

SMILES	GAA spleen mod	GAA inhib	IMPase Li inh	GAA glycogen	HTT ATP protect	HTT aggregate	GoLoco inh red
CCOC(=O)c1sc(N)nc1C(C)C	-8.8%	-11.5%	0.6%[38.3 µM]	-2.7%	-11.3%	3.8%	3.7%
COc1ccc(C2c3c(ncn(Cc4ccco4)c3=N)Oc3ccc4ccccc4c32)cc1 (centres undefined)	-6.0%	?	14.3%	8.3%	14.6%[10 µM]	-7.6%	14.3%
C=CCn1c(NC(=O)c2ccccc2Cl)c(C#N)c2nc3ccccc3nc21	-8.1%	-2.3%	-23.1%[38.3 µM]	4.0%	-45.3%[inhibitor]	15.8µM*	43.4%[activator]
COc1ccc(-c2ccc(S(=O)(=O)NCC3CCCO3)cc2)cc1 (centres undefined)	-2.0%	-5.4%	0.9%	0.9%	.	1.6%	0.1%
CCOC(=O)Cc1cnc(N)s1	-1.5%	4.0%	1.2%	1.4%	-20.7%	8.2%	-2.5%
Cc1cc(C)n(C(=O)c2cc3c(s2)CCCC3)n1	-11.3%	-4.0%	-18.2%[38.3 µM]	-6.7%	7.9%	20.2%	15.8%
CC(=O)c1ccc(-n2nncc2C(C)(C)C)cc1	10.2%	-9.1%	-0.4%[38.3 µM]	6.0%	-10.5%	-7.0%	-1.3%
C/C(=N\NC(=O)c1ccn(C)n1)c1cccc(NC(=O)c2ccncc2)c1	3.5%	1.2%	-0.4%	-0.1%	.	22.4%	2.1%
CN(c1ncc(C(F)(F)F)cc1Cl)n1cc(C(=O)O)c2ccccc2c1=O	-6.3%	-4.2%	0.3%[38.3 µM]	-7.9%	-11.0%	17.1%	7.7%
CCNC(=O)n1nccc1C(C)Oc1cccc(C(F)(F)F)c1 (centres undefined)	-8.4%	-4.2%	0.4%[38.3 µM]	-3.2%	-26.4%	1.6%	-2.1%

Some of the entries above in a different format.
| Molecule | GAA spleen mod | GAA inhib | IMPase Li inh | GAA glycogen | HTT ATP protect | HTT aggregate | GoLoco inh red |
| --- | --- | --- | --- | --- | --- | --- | --- |
| CCOC(=O)c1sc(N)nc1C(C)C | -8.8% | -11.5% | 0.6%[38.3 µM] | -2.7% | -11.3% | 3.8% | 3.7% |
| COc1ccc(C2c3c(ncn(Cc4ccco4)c3=N)Oc3ccc4ccccc4c32)cc1 (centres undefined) | -6.0% | ? | 14.3% | 8.3% | 14.6%[10 µM] | -7.6% | 14.3% |
| C=CCn1c(NC(=O)c2ccccc2Cl)c(C#N)c2nc3ccccc3nc21 | -8.1% | -2.3% | -23.1%[38.3 µM] | 4.0% | -45.3%[inhibitor] | 15.8µM* | 43.4%[activator] |

Next entries:
SMILES	GAA spleen mod	GAA inhib	IMPase Li inh	GAA glycogen	HTT ATP protect	HTT aggregate	GoLoco inh red
CCOc1ccc(CC(=O)NCc2ccc3c(c2)cc(C)n3C)cc1	-2.3%	3.7%	3.1%	-6.9%	.	?	7.2%
Cc1cc(C)nc(N2CCCC(C(=O)Nc3cc(F)ccc3C)C2)n1 (centres undefined)	-15.2%	?	7.8%[38.3 µM]	1.0%	-7.2%	-13.4%	6.1%
CC(C)(C)c1ccc(OCC(=O)N/N=C/c2ccc(N3CCOCC3)cc2)cc1	0.2%	?	-20.4%	2.8%	-1.4%[10 µM]	1.9%	6.4%
NCCSc1nc(-c2ccccc2)c(-c2ccccc2)o1	.	.	-6.7%	.	10.3%[10 µM]	.	5.0%[14.2 µM]
CCOC(=O)c1c(NC(=O)C2COc3ccccc3O2)sc2c1CC(C)(C)NC2(C)C (centres undefined)	-5.3%	-8.8%	14.4%	17.0%	-9.0%[10 µM]	9.0%	1.1%
Cc1oc(-c2ccccc2Cl)nc1CN1CCCC1c1ccc(F)cc1 (centres undefined)	-1.7%	-16.5%	15.2%	-7.2%	5.2%[10 µM]	12.9%[9.22 µM]	28.4%
COc1ccc(NC(=O)c2sc(=S)[nH]c2N)cc1	-6.4%	8.2%	47.1%[activator][38.3 µM]	?	-16.9%	-6.2%	-12.6%
O=c1ccn(-c2ccccc2)[nH]1	-1.3%	-2.2%	-4.1%	-2.5%	-9.0%	-5.8%	8.3%
COc1ccc(-c2nc3c4ccccc4ccn3c2CN2CCCCC2)cc1OC	0.7%	.	.	4.5%	4.3%[10 µM]	-12.8%[9.22 µM]	-1.1%
CCC(=O)N1N=C2CC(C)(C)OCC2C1c1ccccc1 (centres undefined)	-10.2%	0.5%	-0.1%	-4.8%	12.9%[1.9 µM]	16.0%	2.5%
Cc1cc(NC(=O)C(C)SCC(=O)O)no1 (centres undefined)	.	2.2%	-7.1%	2.2%	-1.5%	-28.0%	-6.4%
Cc1ccc(-c2cc(C(=O)NCCCN3CCOCC3)no2)cc1	2.5%	-11.8%	12.8%[38.3 µM]	1.3%	-31.8%	3.16µM*	5.6%
CCOCCCNc1ncc2c(n1)CC(c1ccc(C)cc1)CC2=O (centres undefined)	-6.1%	-8.4%	?	-13.0%	-27.0%[0.074 µM]	6.0%	0.0%
CCc1ccccc1NC(=O)CCc1nc(-c2cccs2)no1	-2.0%	6.9%	-3.8%	6.4%	-41.9%[inhibitor]	-28.9%	7.7%
CCCCN(C(=S)Nc1ccc(F)cc1)c1c(N)n(CCC)c(=O)[nH]c1=O	0.9%	-2.1%	-4.8%	0.1%	?	3.3%	10.0%
O=C(COC(=O)c1cc(S(=O)(=O)N2CCOCC2)cs1)c1ccccc1	5.0%	?	12.3%[38.3 µM]	-0.9%	10.5%[1.9 µM]	-14.8%	3.4%
COC(=O)Nc1cc(C)nc2ccccc12	-2.1%	-9.7%	21.0%[38.3 µM]	6.8%	-11.0%	?	5.6%
COc1ccc(-c2[nH]ncc2CN2CCC(O)(c3ccc(Cl)cc3)CC2)cc1	1.0%	-5.6%	.	-7.8%	-9.9%[10 µM]	-8.7%[9.22 µM]	1.5%
COCC(=O)N1CCC2(CC1)CCN(C(=O)Nc1ccc(OC)cc1)CC2	-14.4%	.	0.8%	.	-19.3%	.	3.6%
Cc1ccc(-c2noc(=O)n2CC(=O)Nc2ccc(S(=O)(=O)NC3CC3)cc2)cc1	-7.1%	0.8%	3.0%[38.3 µM]	-0.5%	-38.7%	2.8%[9.22 µM]	-1.1%
CC1CCCN(c2c([N+](=O)[O-])c(=O)oc3ccccc23)C1 (centres undefined)	-14.1%	-0.4%	12.4%[38.3 µM]	2.7%	11.0%[10 µM]	1.5%	-1.8%
CCN(CCCNC(=O)CNC(=O)Cn1cnc2ccccc2c1=O)c1ccccc1	-5.2%	0.9%	12.8%[38.3 µM]	4.3%	19.1%	11.2%	-10.0%
COc1ccc(N(CC(=O)NCc2ccc3c(c2)OCO3)C(=O)CCC(=O)Nc2ccccn2)cc1	10.7%	9.8%	0.7%	-8.2%	19.0%[10 µM]	5.1%[9.22 µM]	9.9%
C=C(C)CNC(=S)N/N=C(\C)c1ccc(OC)cc1	6.3%	-2.2%	-6.2%	?	17.7%[10 µM]	-9.6%	10.8%
COC(=O)c1cc(Br)c(=O)n(-c2ccc(F)cc2)c1	-3.7%	-3.8%	-3.2%[38.3 µM]	-5.0%	-2.9%	3.0%	0.0%
N#C/C(=N\Nc1ccc(Cl)cc1)C(=O)c1ccsc1	1.0%	-2.1%[15.4 µM]	.	1.0%	-32.6%[10 µM]	-28.4%[9.22 µM]	-3.3%
O=C1NCC(c2ccccc2)C1C(=O)N/N=C\c1ccc(-c2cccc(Cl)c2Cl)o1 (centres undefined)	-10.9%	-3.5%	25.2%[38.3 µM]	-6.1%	-24.0%	-28.4%	1.6%
C=CCOC(=O)C1=C(C)N=c2s/c(=C3\C(=O)N(CC(=O)O)c4ccccc43)c(=O)n2C1c1ccc(OC)cc1 (centres undefined)	-7.8%	.	.	-0.7%	5.8%[10 µM]	5.4%[9.22 µM]	4.6%
CC(NC(c1ccccc1)c1ccccc1)C(=O)N1CCCc2ccccc21 (centres undefined)	-2.8%	-1.8%	26.5%	0.7%	2.5%[10 µM]	-4.0%	1.1%
O=[N+]([O-])c1cccc(NC(=S)NCCc2ccccc2)c1	4.1%	-2.1%	-7.3%	-10.7%	-16.6%[1.9 µM]	3.5%	-8.8%
CCOC(=O)CNC(=S)NN(C)C	6.8%	-0.9%	.	-0.6%	-7.0%[10 µM]	-8.8%[9.22 µM]	0.8%
O=C(CNc1ccc(Br)cc1)c1ccccc1	-11.7%	6.0%	-15.7%[38.3 µM]	17.5%	-8.9%	-5.3%	4.9%
CCCCOc1ccc(-c2nnn(C(C)(C)C(=O)OC)n2)cc1	0.3%	-11.5%	35.5%[38.3 µM]	-3.9%	-3.2%[10 µM]	-3.9%	4.4%
Cc1cc(NC2CCCCC2)nc(NCc2ccccc2)n1	5.0%	3.0%	18.6%	0.8%	.	?	-2.9%
COCCCNC(=O)c1cc2c(=O)n3cccc(C)c3nc2n(C(C)C)c1=N	-9.0%	?	4.5%[38.3 µM]	1.7%	-14.7%[10 µM]	-14.3%	5.9%
COc1cccc(-n2sc3c(c2=S)-c2cc(OC)ccc2NC3(C)C)c1	-6.3%	-7.9%	13.1%[38.3 µM]	39.8µM*	-33.6%	?	11.1%
C=CCc1cccc(/C=N/NC(=O)C(=O)Nc2ccc(C)cc2)c1O	7.5%	12.4%	1.3%	-14.6%	.	.	16.9%
Cc1nc(C)c(CCNC(=O)c2ccccc2)s1	-2.3%	?	-3.0%	-4.1%	10.4%[10 µM]	-13.8%	7.9%
CN(CCOC(=O)CN1C(=O)c2ccccc2C1=O)C1=NS(=O)(=O)c2ccccc21	3.3%	2.8%	9.7%	-2.0%	-20.3%[10 µM]	8.7%	8.9%
CCC1=C(OC(=O)N(CC)CC)N2C(=O)OC(=NCCc3c[nH]c4ccccc34)[C@]2(Cc2ccccc2)[C@H]2C1=CC[C@H]1C(=O)N(c3ccccc3)C(=O)[C@H]12	-2.3%&-5.2%	.	2.9%	-5.2%	-13.7%	19.8%[9.22 µM]	20.7%&4.2%
CCOc1ccc(CCNC(=O)COC(=O)c2ccccc2O)cc1OCC	7.2%	4.9%	7.5%	1.9%	-6.0%	13.0%	-11.4%

Some of the compounds tested. The share of hits here may be higher or lower than overall.
